DRD3 antagonist = D3 dopamine receptor (human) antagonism; P35462; D3R cells, DiscoveRx beta-arrestin luminescence, antagonist mode; active compounds read low; max response, negative = inhibition, %; 2.5% of 360,000 active; AID 652054; in the data active = max response below about -50%; inconclusive = no clear call, values can overlap the other calls; note: % is set by controls: 0 for no effect and ±100 for the full control effect; mostly tested at two doses, the higher about 12 µM
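Cells expressing the human receptor were seeded at 1500 cells/well, incubated overnight at 37 degrees C in 5% CO2, then exposed to library compounds with dopamine controls for 90 minutes at 37 degrees C before luminescent detection.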
aSyn yeast inh = alpha-synuclein toxicity inhibition in yeast; Yeast expressing alpha-synuclein, growth rescue, BacTiter-Glo, 24 h; Potency, µM (highest dose often 46.1 µM), without a hit: at the highest dose growth rescue (activation), usual class: activators; 0.14% of 370,000 active; AID 652106; note: potency is the fitted concentration of half-maximal effect; % of control where 0% means no effect; nearly all actives have a fitted effect of over 65% in size
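Galactose-induced alpha-syn yeast (OD600=0.02, raffinose-pregrown) + pinned cpd, 24 hr, 30 deg C; growth by BacTiter-Glo luminescence. Growth restoration scores as activation.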
EPAC2 antagonist = blocks human EPAC2 exchange factor; AID 720708; 0.18% of 360,000 active; Q8WZA2; EPAC2 GEF exchange of Rap1B-BODIPY-GDP, fluorescence; Potency, µM (titrated, usually from 114 µM), without a hit: top-dose activity, negative = inhibition, usual class: inhibitors; note: potency is the fitted concentration of half-maximal effect; % is set by controls: 0 for no effect and ±100 for the full control effect; nearly all actives have a fitted effect of over 45% in size; many of its hits are not listed in these tables
Target sequence (Q8WZA2 whole entry, looked up): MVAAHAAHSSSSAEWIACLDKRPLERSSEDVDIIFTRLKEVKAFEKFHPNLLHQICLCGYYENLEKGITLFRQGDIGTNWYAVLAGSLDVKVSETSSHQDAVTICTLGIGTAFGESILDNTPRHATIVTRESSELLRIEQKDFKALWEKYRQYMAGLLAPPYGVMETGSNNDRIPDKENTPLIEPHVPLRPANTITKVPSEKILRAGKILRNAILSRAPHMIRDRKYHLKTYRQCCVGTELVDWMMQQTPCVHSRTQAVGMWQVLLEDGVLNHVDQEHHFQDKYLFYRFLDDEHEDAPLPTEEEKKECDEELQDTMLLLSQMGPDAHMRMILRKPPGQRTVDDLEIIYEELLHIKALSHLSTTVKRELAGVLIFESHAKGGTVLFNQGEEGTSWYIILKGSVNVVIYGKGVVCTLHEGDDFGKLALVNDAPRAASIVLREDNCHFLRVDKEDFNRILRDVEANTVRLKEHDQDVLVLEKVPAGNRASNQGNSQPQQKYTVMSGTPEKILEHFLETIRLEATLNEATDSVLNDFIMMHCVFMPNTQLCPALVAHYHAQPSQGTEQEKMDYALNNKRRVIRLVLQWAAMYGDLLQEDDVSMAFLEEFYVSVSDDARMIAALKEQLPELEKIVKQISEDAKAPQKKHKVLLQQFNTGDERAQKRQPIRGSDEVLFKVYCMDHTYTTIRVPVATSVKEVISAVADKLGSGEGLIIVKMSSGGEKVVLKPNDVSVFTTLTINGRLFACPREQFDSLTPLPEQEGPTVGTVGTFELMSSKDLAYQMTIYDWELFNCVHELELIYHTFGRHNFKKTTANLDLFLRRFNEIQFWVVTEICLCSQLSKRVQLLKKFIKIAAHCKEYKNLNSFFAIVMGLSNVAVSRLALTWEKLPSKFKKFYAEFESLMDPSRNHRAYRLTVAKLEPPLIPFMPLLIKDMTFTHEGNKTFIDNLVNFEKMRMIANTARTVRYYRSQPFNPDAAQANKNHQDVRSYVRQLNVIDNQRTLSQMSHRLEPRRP
TDP43 rescue = rescues yeast growth from TDP-43 toxicity; TDP-43 expressing yeast growth rescue, BacTiter-Glo, 24 h; Potency, µM (top dose mostly 46.1 µM), for the others: top-dose growth rescue (activation), usual class: activators; 1.8% of 410,000 active; note: potency is the fitted concentration of half-maximal effect; % of control where 0% means no effect; nearly all actives have a fitted effect of over 50% in size
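Galactose-induced TDP-43 yeast, OD600=0.02, compound pinned; 24 hr, 30 deg C; BacTiter-Glo luminescence for growth. Inhibitors of TDP-43 toxicity read as activators.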
FUS yeast rescue = suppressors of FUS proteinopathy in yeast; S. cerevisiae FUS-expressing, growth rescue, OD600, 24 h; Potency, µM (highest dose often 76.6 µM), without a hit: at the highest dose growth rescue (activation), actives largely listed as activators; 0.24% of 390,000 active; AID 1347120;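 note: potency is the fitted concentration of half-maximal effect; plate controls were DMSO vehicle for no effect and reference control for full effect; nearly all actives have a fitted effect of over 55% in size; some results filed as inactive show a strong effect at the top dose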
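Restored growth of FUS-toxic S. cerevisiae, read as 600 nm absorbance after 24 h at 30C in galactose medium (starting OD 0.005). Controls CP55940 and DMSO.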
D3 ag = D3 dopamine receptor (human) agonism; 0.58% of 410,000 active; P35462; max activation, %; AID 652048; D3R DiscoveRx beta-arrestin cells, luminescence, 90 min; in the data active = max activation above about 30%; note: 0% is about no effect; mostly tested at two doses, the higher about 12 µM
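Agonist mode: compounds and dopamine controls were applied to plated cells for 90 min at 37 degrees C after an overnight attachment at 1500 cells/well. Luminescent read-out followed 30 - 60 minutes at room temperature with DiscoveRx detection reagent.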
Abeta yeast res = A-beta toxicity reversal in yeast; yeast expressing A-beta42, growth rescue, OD600, 48 h; response scale: 0% DMSO, 100% iron-clioquinol control; Potency, µM (titrated, usually from 46.1 µM), without a hit: top-dose growth rescue, most hits filed as activators; 0.063% of 410,000 active; note: potency is the fitted concentration of half-maximal effect; nearly all actives have a fitted effect of over 55% in size
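Yeast A-beta toxicity model in growth medium with pinned compounds, 48 h at 30 C; growth read as absorbance at 600 nm. Normalized to FeCl3/clioquinol equimolar mix (positive) and DMSO (negative).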
EPAC2 ag = agonists of human EPAC2 (RAPGEF4). EPAC2 activation, biochemical qHTS; response scale: 100% = 6.5 mM cAMP response. 0.079% of 360,000 active. Potency, µM (series often up to 154 µM), for inactives: at the top dose activation, usual class: activators; note: potency is the fitted concentration of half-maximal effect; nearly all actives have a fitted effect of over 50% in size
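Nucleotide exchange monitored as fluorescence drop when BODIPY-GDP leaves Rap1B. Reaction: 100 nM EPAC2, 250 nM RAP1B-BODIPY-GDP, 50 uM GDP, room temperature, kinetic read over 30 min. Activity expressed relative to 6.5 mM cAMP.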
* marks the source's active call; other numbers are inactive results; ? = inconclusive; . = no result given; & = joins results of further samples; [ ] = remark or other dose. Unless noted, calls come from the whole dose curve; as a rule, active = well fitted curve in the direction sought with a large enough effect; inconclusive = small, poorly fitted or top-dose-only effect, or another doubt; inactive = no such curve, though single readings can be large; an effect the other way counts as inactive or inconclusive. Not all compounds are listed; rates above refer to the full screens.

SMILES	DRD3 antagonist	aSyn yeast inh	EPAC2 antagonist	TDP43 rescue	FUS yeast rescue	D3 ag	Abeta yeast res	EPAC2 ag
C=CCN1C=CC(=C/C=C(/C#N)C(=O)OCC)C=C1	-27.6	-7.1%	2.8%	2.0%	-2.1%	-16.4	-1.0%	27.8%
CCc1ccc2ncc3c(-c4ccc(C)cc4)nn(CC(=O)NCc4ccccc4)c3c2c1	.	.	.	24.3%	-30.9%	-12.7	-1.6%	.
CCOC(=O)Cc1csc(NS(=O)(=O)c2cc(Cl)ccc2Cl)n1	8.5	1.3%	-0.4%	15.9%	40.4%	9.4	27.9%	5.5%
Cc1ccc(CNc2ncnc3c2c(-c2ccccc2)cn3-c2cccc(Cl)c2)cc1	.	.	.	14.9%	-11.3%	-6.1	-1.2%	.
CCCCCCCCN1C(=O)[C@H](CC(=O)N2CCN(C(=O)OCC)CC2)C[C@@]2(C(=O)OC)CCCCC=C12	-1.7	18.7%	?	0.0%	?	0.0	21.2%	0.2%
CCO[C@H]1OC(C(=O)N2CCCCCCC2)=C[C@@H](C)[C@@H]1CCCO	-19.9	-0.8%	3.6%	13.5%	3.1%	13.9	-7.9%	4.3%
COc1ccc(NC(=O)Nc2cc(C(C)(C)C)on2)cc1OC	2.3	?	-11.3%	16.6%	10.1%	-1.4	13.1%	1.4%
COc1cccc(OC2OC3COC(C)(C)OC3C(O)C2NC(C)=O)c1 (stereo unspecified)	10.5	0.1%	4.7%	-10.2%	7.9%	10.8	-7.0%	6.0%
O=C(Cc1ccc(Cl)cc1)Nc1ccccc1CO	-2.6	3.0%	0.6%	6.6%	-1.3%	5.6	13.4%	7.6%
CCCOC(=O)c1c(NC(=O)C(C)Sc2nc(-c3ccccc3)cc(C(F)(F)F)n2)sc(C(=O)N(C)C)c1C (stereo unspecified)	.	.	.	9.4%	?	-1.5	-1.9%	.
COc1ccc(S(=O)(=O)Nc2c(C(=O)O)[nH]c3ccccc23)c(OC)c1	0.1	2.0%	3.7%	6.0%	4.3%	0.3	8.1%	-0.6%
COc1ccc(COCC(O)CN2CCC(CN3C(=O)c4cccc5cccc(c45)C3=O)CC2)cc1OC (stereo unspecified)	-16.0	-5.2%	7.0%	6.0%	-10.8%	-2.9	9.0%	-1.6%
CCC(C)(C(=O)NC1CCCC1)N(Cc1ccco1)C(=O)c1ccc2c(c1)OCO2 (stereo unspecified)	4.9	-3.0%	-2.4%	14.1%	31.2%	-5.0	6.1%	9.6%
CN(Cc1ccccc1)CC1CCCN(CCc2ccccc2F)C1 (stereo unspecified)	-24.0	-4.7%	-8.1%	-15.8%	-5.1%	-16.3	7.2%	2.1%
O=C(O)c1nccnc1C(=O)N1CCN(c2ccccc2)CC1	?	0.5%	-1.8%	8.7%	-18.3%	-10.9	-10.8%	3.4%
CCOc1ccc(CN2CCN(Cc3nc4c(s3)CCCC4)CC2CCO)cc1 (stereo unspecified)	8.0	2.2%	-2.7%	8.2%	-2.8%	0.2	-6.4%	5.0%
O=C(Nc1nc2c(Br)cc(Br)cc2c(=O)s1)C1CCC1	11.0	-8.5%	-15.8%	9.3%	-2.3%	-3.5	6.4%	5.3%
CCN(CC)c1ccc(/C=c2\sc3nc4ccccc4n3c2=O)c(O)c1	67.6	-0.4%	9.8%	13.3%	7.3%	6.4	?	-2.4%
CC(C)=C1SC(N2CCN(c3ccc(Cl)cc3)CC2)=NC1=O	9.1	0.0%	-0.9%	?	1.8%	-0.7	-9.3%	1.4%
CC1=CC(C)(C)NC(=S)N1c1cccc(C)c1	1.4&13.0	-9.4%&-14.9%	-8.1%&16.0%	-14.2%&-24.8%	-1.1%&12.4%	0.5&12.4	?	-0.8%&5.2%
O=C(c1c(O)c2ccccc2oc1=O)C1CCC1	9.8	-73.9%[inhibitor]	7.4%[57.1 µM]	-68.5%[inhibitor]	-1.4%	5.6	-90.8%[inhibitor]	-8.3%
CCOC(=O)C1=C(C)NC(C)=C(C(=O)OCCNC(=O)c2cccnc2)C1c1cccc([N+](=O)[O-])c1 (stereo unspecified)	-26.7	1.7%	-11.9%	-23.2%	.	-29.9	0.0%	8.0%
CCC(CC)c1nnc(NC(=O)CCc2ccc(OC)cc2)s1	-2.9	1.7%	-2.4%	?	-2.1%	1.6	?	4.1%
Cc1ccccc1C(=O)Nc1nnc([C@@H]2C[C@H](O)[C@@H](CO)O2)s1	-19.2	-20.8%	11.5%	-13.0%	-21.5%	-5.7	-15.0%	11.3%
COc1ccc(CC(=O)NC(C)c2nnc(SCC(=O)Nc3cc(C)ccc3OC)n2C)cc1 (stereo unspecified)	1.7	-5.0%	-2.0%	1.7%[9.22 µM]	12.8%	9.1	-1.9%	16.4%
CCN(CC(=O)NCc1cccs1)C(=O)/C=C/c1ccc(OC)cc1OC	3.5	-2.7%	2.9%	23.4%	-3.6%	1.6	9.0%	-2.8%
COC(=O)c1c(NC(=S)NC(=O)c2ccco2)sc2c1CCCC2	22.1	-0.2%	-6.0%	-13.7%	28.7%	-16.3	-13.9%	11.9%
COc1ccc(C2CC(=O)NC(NC(=O)c3ccc(Br)cc3)=N2)c(OC)c1OC (stereo unspecified)	.	.	.	0.0%	-8.0%	5.2	3.7%	.
COc1ccc(-c2ccc(=O)n(CC(=O)NCc3ccco3)n2)cc1	3.6	-1.1%	6.7%	-11.8%	24.9%	-3.9	-21.3%	-6.7%
CCn1cc(C(=O)OCC(=O)Nc2ccc(C)c(Cl)c2)c(=O)c2ccc(C)nc21	.	.	.	?	-5.1%	3.3	20.5%	.
CC(NS(=O)(=O)c1ccc(Br)cc1)C(=O)Nc1nc2ccccc2[nH]1 (stereo unspecified)	10.4	-6.0%	4.2%	-3.5%	10.6%	2.6	-16.0%	-0.3%
COc1ccc([C@H]2CC(=O)C=C(c3ccc(Cl)cc3C)C2)cc1	?	-0.6%	2.6%	17.8µM*	?	3.5	21.0%	10.5%
Cc1cccc(Cn2c(=O)n(-c3ccc(Cl)c(Cl)c3)c(=O)c3c(C)c(C)sc32)c1	.	.	.	13.8%	-11.3%	-4.6	-10.8%	.
CCC(C(=O)O)n1nc(-c2ccccc2)c2cc(Cl)ccc21 (stereo unspecified)	1.1	-20.3%	?	-2.6%	-9.8%	1.8	19.1%	-4.3%
Cc1cc(C)c(S(=O)(=O)c2ccccc2C)c(N(C)C)n1	7.1	-5.9%	7.7%	11.9%	-14.4%	9.5	2.0%	18.8%
Cc1ccc(CNC(=O)C2CCC(CNc3c(N4CCC(C)CC4)c(=O)c3=O)CC2)cc1 (stereo unspecified)	13.5	6.3%	-0.6%	9.4%	-22.2%	2.3	-6.9%	-5.7%
CN(C)c1ccc(Nc2nc(N)c([N+](=O)[O-])c(N3CCOCC3)n2)cc1	22.6	6.9%	-4.5%	-6.8%	24.4%	2.5	7.7%	0.9%
COC(=O)c1cn(C)c2ccc(S(=O)(=O)N3CCCCC3)cc2c1=O	-12.4	-11.3%	13.4%	-22.3%	17.5%	-0.6	-17.0%	-5.9%
COc1ccc(/C=N/Nc2ncc(C(F)(F)F)cc2Cl)cc1OC	-1.5	-16.7%	-0.8%	3.8%	.	1.1	5.5%	-1.2%
FC(F)(F)c1cccc(Nc2cc(-c3ccccc3)nc3ncnn23)c1	-15.5	-7.3%	2.3%	-7.4%	12.3%	-0.4	7.4%	5.2%

Copied from the list:
TDP43 rescue, `CCOC(=O)C1=C(C)NC(C)=C(C(=O)OCCNC(=O)c2cccnc2)C1c1cccc([N+](=O)[O-])c1` (stereo unspecified) is entered as -23.2%
FUS yeast rescue, `Cc1cc(C)c(S(=O)(=O)c2ccccc2C)c(N(C)C)n1` is entered as -14.4%

The main list resumes; the 4 compounds before the break are reprinted first.
SMILES	DRD3 antagonist	aSyn yeast inh	EPAC2 antagonist	TDP43 rescue	FUS yeast rescue	D3 ag	Abeta yeast res	EPAC2 ag
CN(C)c1ccc(Nc2nc(N)c([N+](=O)[O-])c(N3CCOCC3)n2)cc1	22.6	6.9%	-4.5%	-6.8%	24.4%	2.5	7.7%	0.9%
COC(=O)c1cn(C)c2ccc(S(=O)(=O)N3CCCCC3)cc2c1=O	-12.4	-11.3%	13.4%	-22.3%	17.5%	-0.6	-17.0%	-5.9%
COc1ccc(/C=N/Nc2ncc(C(F)(F)F)cc2Cl)cc1OC	-1.5	-16.7%	-0.8%	3.8%	.	1.1	5.5%	-1.2%
FC(F)(F)c1cccc(Nc2cc(-c3ccccc3)nc3ncnn23)c1	-15.5	-7.3%	2.3%	-7.4%	12.3%	-0.4	7.4%	5.2%
CC[C@]1(C(=O)OC)[C@H]2C(=O)N(Cc3ccccc3)C(=O)[C@H]2[C@H]2CN=C(SC)N21	0.0	-3.8%	10.9%	5.1%	-11.4%	-19.6	-3.8%	8.1%
CCO[C@@H]1OC(C(=O)O)=C[C@H](C2CCCCC2)[C@H]1CCCO	16.2	2.8%	17.4%	-3.5%	-7.4%	34.7*	-4.1%	0.9%
CC(=O)c1cccc(NC(=O)C2CCCN2S(=O)(=O)c2ccccc2C(F)(F)F)c1 (stereo unspecified)	6.9	-6.5%	5.8%	13.0%	21.2%	0.5	-5.4%	1.7%
O=C(Nc1cccc(Cl)c1Cl)c1ccco1	25.1	0.5%	-18.9%	?	-29.7%	0.8	-7.4%	-0.4%
CCOC(=O)CC1C(=O)NCCN1S(=O)(=O)c1cccc(C(F)(F)F)c1 (stereo unspecified)	17.5	12.0%	-3.5%	-13.9%	.	12.4	4.7%	8.0%
O=C(NCC(c1ccco1)N1CCCC1)c1cccc(S(=O)(=O)Nc2ccc(Br)cc2)c1 (stereo unspecified)	-0.7	0.8%	-2.2%	4.4%	.	-15.2	-5.2%	-10.8%
